Screening results: PubChem, several laboratories
MC4R antagonist = human MC4R antagonism in cAMP assay. P32245. MC4R-expressing cells, MTII-stimulated cAMP, LANCE TR-FRET. inhibition, % at 6.5 µM. 360,000 compounds, 0.48% hits;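 active = inhibition above its plate's cutoff, the mean of tested wells on that plate plus 3 SD, cut at about 29% in these data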;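 note: 0% = Melanotan II alone and 100% = Melanotan II plus saturating MCL0020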
Target sequence (P32245 whole entry, looked up): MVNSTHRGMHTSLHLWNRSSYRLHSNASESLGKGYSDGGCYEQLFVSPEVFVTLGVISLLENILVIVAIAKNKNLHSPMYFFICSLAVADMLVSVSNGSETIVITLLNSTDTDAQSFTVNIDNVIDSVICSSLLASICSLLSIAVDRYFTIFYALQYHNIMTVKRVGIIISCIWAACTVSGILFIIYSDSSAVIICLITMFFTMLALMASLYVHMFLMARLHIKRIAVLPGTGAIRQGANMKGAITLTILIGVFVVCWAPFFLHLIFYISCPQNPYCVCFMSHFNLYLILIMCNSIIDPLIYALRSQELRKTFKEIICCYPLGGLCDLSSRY
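Assay system: U2OS-MC4R stable cell line; Also added: Melanotan II; Technique: Eu-cAMP/anti-cAMP TR-FRET, emission 671 nm; Times: 30-min compound, 1-h challenge, 1-h detection, room temperature.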
Granule exo inh = blocks lytic granule exocytosis; TALL-104 LAMP-1 surface exposure, flow cytometry; cells stimulated with thapsigargin and PMA; inhibition, % at 10 µM; 360,000 compounds, 0.66% hits;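 active = inhibition above about 55%, limit read from the data; inconclusive = no clear call, values can overlap the other calls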
ABCB6 inh MLPCN = blocks the human ABCB6 transporter; Q9NP58; 360,000 compounds, 0.19% hits; AID 602162; fluorescence ratio to DMSO, % at 10 µM; K562-ABCB6 porphyrin accumulation, flow cytometry, 1 h; active compounds read low;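 active = fluorescence ratio to DMSO below 75%, the collection mean minus 3 SD; inconclusive = too few cells collected in the well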;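 note: signal is porphyrin accumulated inside mitochondria; 100% equals median channel fluorescence of DMSO control wells; lower ratio means ABCB6 inhibition with less porphyrin fluorescence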
Cardio protect = protects H9c2 cardiomyocytes from peroxide injury; H2O2 injury protection, ATPLite, 2 h; protection from H2O2 cell death, % at 20 µM; 360,000 compounds, 0.63% hits; AID 588492;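 active = compounds giving at least 50% protection of heart cells from peroxide-induced death in the single-dose screen, raw or plate-pattern-corrected value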;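 note: 0% = DMSO wells with peroxide and 100% = DMSO wells without peroxide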
PDI turbidity = blocks human protein disulfide isomerase activity; P07237; PDI insulin aggregation turbidity, A650, 90 min; inhibition, % at 10 µM; 350,000 compounds, 0.052% hits; AID 588391;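 active = mean inhibition across replicates of 30% or more, whatever share of single replicates reach that level; inconclusive = mean inhibition below 30% while every single replicate reaches 30%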;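 note: absorbance from insulin aggregation driven by PDI reduction with DTT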
MC4R ag barr = human MC4R agonism via beta-arrestin; P32245; U2OS MC4R beta-arrestin complementation, luminescence; percent of melanotan II response, DMSO zero; activation, % at 8.9 µM; 360,000 compounds, 0.98% hits;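 active = activation above a per-plate cutoff, the mean activation of sample wells on that plate plus 3 SD, cut at about 8% in these data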
m5-HT2A agonist = activates the mouse 5-HT2A serotonin receptor; CHO-K1 mHTR2A beta-arrestin complementation, luminescence; percent of 30 µM serotonin response; 360,000 compounds, 0.66% hits; activation, % at 7.6 µM; P35363; AID 624169;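 active = activation above a run cutoff, the mean activation of all tested compounds plus 3 SD, cut at about 14% in these data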;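 note: 0% = plate median of compound wells and 100% = 30 µM serotonin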
Target sequence (P35363 whole entry, looked up): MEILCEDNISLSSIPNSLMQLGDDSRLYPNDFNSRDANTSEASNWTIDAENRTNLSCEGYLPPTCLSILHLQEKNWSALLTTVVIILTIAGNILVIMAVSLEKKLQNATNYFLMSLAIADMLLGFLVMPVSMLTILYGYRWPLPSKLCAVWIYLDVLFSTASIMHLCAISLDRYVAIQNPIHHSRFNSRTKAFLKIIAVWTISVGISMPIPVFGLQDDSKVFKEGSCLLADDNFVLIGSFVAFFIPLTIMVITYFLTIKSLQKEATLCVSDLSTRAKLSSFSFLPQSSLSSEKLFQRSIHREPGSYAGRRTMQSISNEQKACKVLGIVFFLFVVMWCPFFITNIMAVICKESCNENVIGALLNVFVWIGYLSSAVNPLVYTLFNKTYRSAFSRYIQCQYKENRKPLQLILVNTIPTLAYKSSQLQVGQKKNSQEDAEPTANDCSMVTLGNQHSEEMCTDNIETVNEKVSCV
Glyco luc inh = N-linked glycosylation inhibition | reporter increase, % at 12.5 µM | D54 ERlucT glycosylation luciferase reporter, 24 h; percent of 100 nM tunicamycin response | 360,000 compounds, 0.23% hits;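 active = mean luciferase reporter signal, scaled so untreated is 0 and the glycosylation-blocking control 100, at or above a set limit in every replicate; inconclusive = mean reaches the limit but not every replicate does; inactive = mean below the limit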;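 note: luciferase carries N-glycosylation sites so blocking glycosylation raises the light; 0% = median of neutral control wells and 100% = median of 100 nM tunicamycin wells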
ABHD5-PLIN5 inh = ABHD5-PLIN5 protein interaction inhibition; Q00G26+Q8WTS1; Split G. princeps luciferase complementation, luminescence, 4 h; inhibition, % at 4 µM; 360,000 compounds, 0.78% hits; AID 602281;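 active = inhibition above the mean inhibition across every tested compound plus 3 SD, cut at about 22% in these data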;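 note: 0% = DMSO only wells and the 100% control is not disclosed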
CaV13 FRET inh = Primary screen for inhibitors of IQ motif and Ca2+-dependent inactivation inhibitor domain binding in CACNA1D, Förster resonance energy transfer in living cells, …. inhibition, % at 12.3 µM. HEK cells, CFP/YFP FRET ICDI-IQ, plate reader, 10 min; percent FRET-ratio fall versus neutral wells. 340,000 compounds, 0.098% hits;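 active = mean replicate inhibition of at least 30% and at least 1% of replicates passing that level; inconclusive = only one of the two criteria is met; inactive = neither criterion is met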;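 note: 0% = median of the neutral control wells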
* marks the source's active call; other numbers are inactive results; u = inconclusive; x = no result given.

SMILES	MC4R antagonist	Granule exo inh	ABCB6 inh MLPCN	Cardio protect	PDI turbidity	MC4R ag barr	m5-HT2A agonist	Glyco luc inh	ABHD5-PLIN5 inh	CaV13 FRET inh
COC(=O)c1[nH]c2ccc(Cl)cc2c1NC(=O)c1ccccc1[N+](=O)[O-]	-8.7	-2.4	101.0	6.3	-0.8	-1.3	0.8	-2.4	5.3	-3.1
COc1ccc(Cc2c(-c3ccc(OC)c(OC)c3)nc3ccc(C)cn23)c(C)c1	x	-2.9	100.0	1.5	x	x	-2.7	-0.7	-0.8	-7.4
O=C(CN(CC1CCCO1)C(=O)CNS(=O)(=O)c1ccc(Cl)cc1)NC1CCCC1 (centres undefined)	8.0	1.7	96.0	-3.8	1.1	-1.2	1.0	1.4	4.7	-7.0
CN1CCN(C(=S)c2cn(Cc3cccc(F)c3)c3ccccc23)CC1	-3.5	1.9	95.0	-5.5	-2.7	-2.1	-5.2	-3.0	8.2	-11.3
CC1CC(=O)c2cn3c(nc2C1)nc1ccccc13 (centres undefined)	-6.1	-3.1	101.0	10.1	-12.0	2.2	3.4	1.9	7.9	-5.1
Cc1cc(/C=C2\NC(=S)N(C)C2=O)ccc1N1CCCC1	2.3	-0.7	208.0	-1.3	1.9	-2.1	-1.0	-0.5	-0.8	-13.5
CCOc1ccc(-c2nnc(NC(=O)CCCOc3cccc(C)c3)o2)cc1	5.1	-1.0	90.0	-4.4	-4.3	0.9	-5.6	1.8	-3.0	x
CCOc1ccccc1Nc1cc(C)c2cccc(C)c2n1	6.5	-19.9	98.0	-14.0	-2.9	-1.2	2.8	0.5	-2.8	-1.6
Cc1cc(C)n(-c2ccc([N+](=O)[O-])cc2-c2nn[nH]n2)n1	12.6	-0.4	98.0	8.1	2.5	-0.1	1.5	3.4	8.4	-6.5
Cc1cccc(NC(=S)NNc2ncc(C(F)(F)F)cc2Cl)c1	-3.2	2.2	95.0	-4.1	10.7	-2.1	-9.3	-0.2	0.4	-4.4
CCCS(=O)(=O)N1CCCC(C(=O)N2CCN(C(=O)OCC)CC2)C1 (centres undefined)	-2.5	-2.7	106.0	10.6	-5.7	-1.9	0.0	-1.2	-6.5	x
CN(C)c1ccc(N=Nc2ccccc2C(=O)OCC(=O)NC2CCCC2)cc1	7.6	1.7	98.0	-11.2	-0.6	0.5	-6.3	-8.1	14.8	-8.8
COc1ccc2[nH]c(C(=O)O)c(NC(=O)c3ccccc3[N+](=O)[O-])c2c1	-0.1	-6.5	96.0	5.3	-7.7	-0.1	2.5	-0.5	2.4	-4.0
Cc1ccccc1CSc1nc2[nH]ncc2c(=O)[nH]1	5.1	0.4	95.0	6.0	13.5	-1.5	-6.5	-1.6	1.8	-19.0
CCn1c(C)nc2cc(S(=O)(=O)C(F)F)ccc21	2.0	-3.2	98.0	-3.1	-11.2	1.4	3.0	1.4	-5.4	-6.7
Nc1nonc1-n1nnc(C(=O)N/N=C/c2ccc(F)cc2)c1-c1ccc2c(c1)OCO2	8.2	-2.4	98.0	1.8	-3.2	-1.1	2.4	1.1	12.6	-5.7
COc1cc(Cl)c(C)cc1NC(=O)CN1CCCCCC1	10.7	19.6	101.0	2.4	17.0	1.4	-5.7	2.2	4.5	-3.8
O=c1c(=O)n2c(nn1Cc1ccc(F)cc1)sc1ccccc12	6.2	-1.3	102.0	2.5	2.9	-0.8	-2.8	0.9	4.0	-14.1
C/C(=C\c1cccs1)C(=O)c1c(C)cc(C)[nH]c1=O	2.8	-3.7	94.0	-7.8	-1.9	-0.9	0.4	0.3	-1.4	-2.7
COC(=O)c1ccccc1NC(=O)NCc1ccco1	-4.0	-6.8	100.0	10.1	-5.6	-1.2	0.4	1.2	9.9	-4.3
CC(C)(C)NC(=O)Cn1c(SCC(=O)N2CCCCCC2)nc2ccccc21	6.0	1.3	101.0	-0.5	10.1	-0.1	-0.8	5.5	3.9	-8.5
CC(C(=O)O)n1nc2ccccc2n1 (centres undefined)	1.2	1.0	111.0	-6.8	-0.5	-0.8	0.9	0.1	0.2	x
CCn1c(Cn2nnc(-c3ccccc3)n2)nnc1SCC(=O)N1CCOCC1	2.7	1.4	93.0	3.3	-0.2	1.4	-2.6	0.6	8.2	-5.1
COCCNc1nnc(SCC(=O)NNC(=O)c2ccco2)s1	-5.8	0.5	91.0	-0.5	10.4	-0.2	2.1	1.3	0.1	-2.4
CC/C(=N/OC(=O)c1cccc(C)c1)C(=O)c1cccs1	21.9	-0.3	105.0	0.0	-0.3	1.8	2.6	1.6	0.5	-5.0
O=C(CSc1nc2ccccc2o1)NC(=O)NCc1ccccc1	4.0	-0.5	106.0	-9.5	1.2	3.3	-4.5	2.4	-10.0	x
Cc1ccc(N(C)C(=O)N2CCN(S(=O)(=O)c3c(C)cc(C)cc3C)CC2)cc1	-1.6	4.9	98.0	-4.9	3.1	1.6	-4.5	-5.1	3.0	-4.7
COC(=O)[C@]12CCCCC=C1N(Cc1ccccc1)C(=O)[C@H](CC(=O)NCc1cccc3ccccc13)C2	x	10.1	97.0	x	x	x	-5.5	x	6.3	-3.4
Cc1nc(-c2ccc(S(=O)(=O)Nc3cc(S(=O)(=O)N(C)C)ccc3C)s2)cs1	-0.7	-0.6	95.0	6.1	4.9	-0.6	1.1	2.4	2.5	-4.3
O=C(Nc1cccc(S(=O)(=O)N2CCCCC2)c1)c1ccc(OCC2CCCO2)cc1 (centres undefined)	3.5	-1.2	96.0	-11.3	-0.5	-2.4	-3.8	-0.6	-0.1	-8.3
Cc1c(C#N)c2ncnc(-c3ccccc3)c2n1-c1ccccc1	-2.4	-2.8	91.0	6.5	4.1	-0.2	-0.7	-4.4	-2.5	-3.3
Cc1nc(S/C(=C\c2ccc(OCc3ccccc3Cl)cc2)C(=O)O)n[nH]1	3.2	3.3	105.0	-3.6	-1.8	-1.9	3.7	0.2	0.2	1.3
COc1ccc(OC)c(Cc2nnc(CCC(=O)NC3CCCCC3)o2)c1	11.4	-2.3	99.0	9.3	0.2	-1.8	-5.4	1.7	4.0	-6.1
CCCc1nc2ccc(NC(=O)c3ccco3)cc2c(=O)n1Cc1ccccc1Cl	3.1	2.0	89.0	2.3	4.0	5.2	1.8	-1.7	-0.3	-4.9
C=CCNC(=O)Cc1ccc(S(=O)(=O)N2CCOCC2)s1	10.5	-9.8	97.0	0.7	-17.1	-3.0	-0.5	0.5	11.6	-3.3
O=C(NCc1ccncc1)c1csc([C@@H]2C[C@H](O)[C@@H](CO)O2)n1	-4.5	-9.7	u	1.3	14.5	-0.8	1.4	3.1	0.3	-12.3
Cc1cc(C)c(C(N)=O)c(Nc2ccc3c(c2)OCCO3)n1	-5.5	-1.1	99.0	0.9	10.6	1.8	-1.1	-2.2	8.8	x
COC(=O)c1ccc(CN(C)S(=O)(=O)c2ccc(C)cc2)o1	4.0	-3.2	98.0	-1.7	3.7	0.7	-1.2	1.3	0.0	-4.3
C=CCNC(=O)c1cc(Cl)ccc1Cl	-0.3	-1.2	98.0	10.6	4.9	-2.3	-1.5	-0.1	-1.4	0.2
Cc1[nH]nc2c1C(=O)CCC2	17.8	0.7	98.0	-1.5	0.2	-0.8	4.4	-6.4	4.5	x
COc1cccc(CNC(=O)Cc2ccc(-n3c(=O)[nH]c4ccccc4c3=O)cc2)c1	-2.9	2.6	101.0	6.3	-1.3	-0.5	3.7	10.5	-0.6	-4.7
Cc1cc2nc(-c3ccccc3)c(Cc3ccsc3)n2c(C)c1Br	x	0.0	98.0	x	x	x	-1.0	x	-9.7	-5.3
COc1cc(OC)cc(C(=O)NCC(=O)OCC(=O)NC2CCCc3ccccc32)c1 (centres undefined)	1.9	0.7	101.0	1.1	-5.6	-1.3	-4.8	0.6	-3.3	-3.9
COc1ccc(-c2oc3ccccc3c(=O)c2OC(=O)c2ccc(C)cc2)cc1	3.3	4.7	121.0	-9.5	-4.5	1.7	-1.6	-1.3	6.3	x
COc1ccccc1C(=O)Nc1ccc(C2=NNC(=O)CC2C)cc1 (centres undefined)	-8.6	0.3	97.0	-0.7	0.1	-0.6	0.1	3.6	2.4	-3.4
CCCOC(=O)CCCN1C(=O)/C(=C2\SC(=S)N(CCCC(=O)OCCC)C2=O)SC1=S	4.7	3.4	146.0	-0.6	-3.3	0.4	3.2	6.8	1.8	-16.3
CN(C)Cc1c(C(=O)N/N=C/c2cccc(OCc3ccccc3)c2)nnn1-c1nonc1N	4.4	36.0	97.0	-6.9	-3.8	-0.7	-1.7	2.2	-8.6	-2.1
CC1CCOC2(O1)C(=O)N(CN1CCN(c3cccc(Cl)c3)CC1)c1ccccc12 (centres undefined)	-5.9	7.8	88.0	10.7	-1.7	0.4	10.5	1.4	-3.5	x
CC(C)c1ccc(NC(=O)CCNC(=O)Cn2ccc3ccccc3c2=O)cc1	6.2	-7.0	169.0	-5.1	7.3	-1.8	-1.2	1.6	-0.4	-2.4
COCc1cc(=O)[nH]c2cc(NC(=O)C3CC3)c(C)cc12	5.1	4.4	94.0	21.7	-2.6	-2.2	2.6	-0.3	-0.3	-5.5
Cc1ccc(NC(=O)C2(c3cccs3)CCOCC2)cc1C	3.8	7.7	97.0	1.6	-0.4	-0.5	0.2	0.7	3.5	-5.0
C[C@@H]1CN(S(=O)C(C)(C)C)[C@H](CCO)/C1=C\CCO (some centres undefined)	8.3	-2.9	107.0	3.3	-1.8	-2.0	-3.1	1.2	2.4	-3.2
COCCn1c(SCC(=O)Nc2nnc(C)s2)nnc1-c1cc2ccccc2cc1O	2.0	-0.6	100.0	30.0	-0.6	-2.1	-3.2	0.5	2.6	-3.6
COc1cc(C(=O)N2CCN(S(=O)(=O)c3cccs3)CC2)cc(OC)c1C	12.1	0.1	99.0	-3.9	-5.8	-1.1	0.9	-0.6	0.2	0.7
Cc1ccc(/C=N/n2c(-c3cccnc3)n[nH]c2=S)o1	3.9	4.3	97.0	5.0	-8.6	-1.0	7.6	2.2	-5.7	-4.5
COc1ccc(OC)c(NC(=O)CSc2nncc(=O)n2N)c1	-4.5	-3.2	95.0	-0.5	7.2	-0.4	7.5	4.7	1.5	-5.7
O=C(Nc1ccccc1C(=O)NCc1cccnc1)c1ccc(Cl)cc1Cl	17.5	-4.1	93.0	1.3	-6.6	2.5	-2.9	2.0	5.3	-5.7
C=CCN(CC=C)C(=O)Cn1cnc([N+](=O)[O-])n1	6.3	-0.6	104.0	1.9	-5.6	5.6	2.5	1.8	-2.1	-5.1

Compounds were not picked by outcome; any-hit rate near 4.2%.
